Screening results as filed in PubChem.
FBW7 act: human FBW7 E3 ligase activation, primary screen; Q969H0; AlphaScreen FBW7–phospho-cyclin E peptide binding, activator screen; normalized activity (activation), % at 26.1 µM; hit rate 0.13% among 650,000; in the data active = normalized activity above about 1.9%;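 also: purified mutant Fbw7 with reduced substrate affinity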
GPR151 ag: human GPR151 activation | Q8TDV0 | PathHunter beta-arrestin GPR151 cells, luminescence | activation, % at 11.2 µM | hit rate 1% among 650,000; in the data active = activation above about 4.9%;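 also: 0% = median of compound wells and 100% = cells with positive control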
Target sequence (Q8TDV0 whole entry, looked up): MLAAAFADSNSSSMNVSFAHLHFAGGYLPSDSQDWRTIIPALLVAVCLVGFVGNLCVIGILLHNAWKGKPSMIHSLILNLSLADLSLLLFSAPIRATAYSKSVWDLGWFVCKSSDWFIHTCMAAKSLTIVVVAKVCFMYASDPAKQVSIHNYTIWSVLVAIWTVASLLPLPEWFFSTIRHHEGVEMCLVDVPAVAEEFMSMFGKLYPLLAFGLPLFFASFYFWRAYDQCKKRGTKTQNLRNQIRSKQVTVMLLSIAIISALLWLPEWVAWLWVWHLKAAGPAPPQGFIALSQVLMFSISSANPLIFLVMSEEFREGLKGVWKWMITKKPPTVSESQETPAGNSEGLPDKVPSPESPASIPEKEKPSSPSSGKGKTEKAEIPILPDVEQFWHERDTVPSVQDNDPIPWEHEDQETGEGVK
MITF primary: blocks human microphthalmia-associated transcription factor; O75030; AlphaScreen MITF homodimerization, bead proximity signal; inhibition, % at 2.6 µM; hit rate 0.91% among 650,000; in the data active = inhibition above about 50%;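 also: 0% = vehicle wells with protein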
Target sequence (O75030 whole entry, looked up): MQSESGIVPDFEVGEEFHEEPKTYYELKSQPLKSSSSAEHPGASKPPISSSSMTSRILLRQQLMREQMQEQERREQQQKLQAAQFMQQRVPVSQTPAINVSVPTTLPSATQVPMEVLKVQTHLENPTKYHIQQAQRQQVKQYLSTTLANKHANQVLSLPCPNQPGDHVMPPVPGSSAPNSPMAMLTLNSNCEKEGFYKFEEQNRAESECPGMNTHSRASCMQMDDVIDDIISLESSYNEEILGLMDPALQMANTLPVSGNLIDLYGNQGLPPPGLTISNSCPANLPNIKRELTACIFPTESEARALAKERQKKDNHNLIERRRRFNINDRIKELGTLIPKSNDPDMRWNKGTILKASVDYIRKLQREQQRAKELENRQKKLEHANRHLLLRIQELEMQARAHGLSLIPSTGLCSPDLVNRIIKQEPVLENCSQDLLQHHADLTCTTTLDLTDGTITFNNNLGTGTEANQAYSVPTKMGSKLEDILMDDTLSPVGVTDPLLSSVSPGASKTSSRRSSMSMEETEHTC
TEAD-YAP block: TEAD-YAP interaction inhibition; inhibition, % at 9.12 µM; hit rate 1.4% among 640,000; HEK-TIYL cells, TEAD-Gal4/YAP UAS-luciferase luminescence; in the data active = inhibition above about 32%;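 also: 0% = median of test compound wells and 100% = reference inhibitor wells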
* hit, by the source's call.

nr	mol	FBW7 act	GPR151 ag	MITF primary	TEAD-YAP block
1	CCC(C)NC(=S)N(CCN1CCOCC1)Cc1cc2cc(OC)ccc2[nH]c1=O (stereo unspecified)	-0.1	0.4	-19	-7
2	O=C(O)CSc1nnc2n(Cc3ccccc3F)c3ccccc3n12	0.0	3.1	30	-4
3	Cc1ccc(O)c(C2=NNC(c3ccc(Cl)cc3)C2)c1 (stereo unspecified)	-0.1	0.9	13	-33
4	Cc1ccc(S(=O)(=O)N2CCC(C(=O)c3ccc(F)cc3)CC2)cc1	0.0	0.8	-11	-3
5	COc1ccc(/C=C(/NC(=O)c2cccc([N+](=O)[O-])c2)C(=O)O)cc1	0.0	0.2	12	3
6	CCCn1c(N2CCN(CC(=O)Nc3ccc(Cl)cc3)CC2)nc2ccccc21	-0.2	-0.1	-6	5
7	CC(=O)Oc1cc2c(C(C)=O)coc2c2ccccc12	0.2	-0.5	3	5
8	O=C1CCCN1CCCNc1cc(N2CCC(N3CCOCC3)CC2)ncn1	0.1	8.5*	0	7
9	COC(=O)c1ccccc1Nc1nc(-c2ccccc2)cc(-c2ccccc2)n1	0.0	0.9	-12	4
10	CCCCN(C)CC(C)(C)NS(=O)(=O)c1ccc(Cl)cc1	0.5	-1.1	17	-10
11	CC(C)NC(=O)c1cccc(Cn2cc(Cl)cn2)c1	0.0	-0.2	10	-8
12	COc1ccc(-c2ncc(C)c(Nc3ccc(N4CCOCC4)cc3)n2)cn1	0.0	-0.4	14	4
13	CCOC(=O)CSc1nnnn1-c1ccc(C(=O)O)cc1	0.0	1.2	-8	-6
14	O=C(COc1ccc(Cl)cc1Cl)Nc1ncnc2c1CCC2	0.5	-0.4	-3	-19
15	CC(C)c1ccccc1NC(=O)C(C(C)C)N1C(=O)c2ccccc2C1=O (stereo unspecified)	0.0	0.9	-12	-5
16	O=C1c2ccccc2C(=O)N1CN(c1ccccc1)c1ccccc1	-0.2	-0.7	-1	1
17	Cc1ccc(-c2cnc3ccccc3n2)cc1[N+](=O)[O-]	-0.1	0.7	2	-43
18	COC(=O)C1=C(C)NC(=S)NC1c1ccc(F)cc1 (stereo unspecified)	0.0	0.5	-1	9
19	COc1cc(OC)c(NS(=O)(=O)c2c(C)[nH]c(=O)[nH]c2=O)cc1Cl	0.1	-0.5	4	5
20	O=C(O)c1ccc(CNCc2cccc(Br)c2)s1	-0.2	-1.0	-3	-5

Next section.
nr	mol	FBW7 act	GPR151 ag	MITF primary	TEAD-YAP block
21	CCOC(=O)C(CC)Sc1nnc(CNc2ccc(F)cc2)n1CC (stereo unspecified)	-0.2	0.3	9	8
22	OCCNCCSc1nc(-c2ccccc2)cs1	0.3	-1.0	36	-14
23	COCCN(C(=O)Nc1cccc(C(C)=O)c1)C1CCN(CCc2cccs2)CC1	0.5	4.1	19	-2
24	CCOC(=O)Cc1nc2nc(C)c(Br)c(=O)n2[nH]1	-0.1	0.9	-15	0
25	CC(C)(C)c1ccc(N2C(=O)Cc3c2nc(N)c(C#N)c3N)cc1	-0.2	-1.1	2	-15
26	CC(=O)Nc1c(C(N)=O)oc2ccc(Cl)cc12	0.2	-0.4	5	15
27	O=C1CN(c2ccc(F)c(Cl)c2)C(=O)CN1c1ccc(F)c(Cl)c1	-0.1	2.2	-2	-1
28	CC1=C(C(=O)OCc2ccccc2)C(c2ccccc2Cl)NC(=O)N1 (stereo unspecified)	0.0	-0.9	14	3
29	Nc1nnc(SCC(=O)Nc2ccc(F)c(Cl)c2)s1	0.6	-0.1	12	-1
30	Cc1ccc(Oc2ccc([N+](=O)[O-])cc2)cc1	0.0	1.0	0	12
31	C/C(=N\Nc1nc2c(c(=O)[nH]c(=O)n2C)n1Cc1ccc(C)cc1)c1ccc([N+](=O)[O-])cc1	-0.1	1.6	-6	-1
32	Cc1cccn2c(CN3CCN(Cc4cccs4)CC3)c(C(=O)N3CCOCC3)nc12	0.4	1.4	10	4
33	CC(CCc1ccccc1)NC(=O)CN1CCN(Cc2ccccc2)C1=O (stereo unspecified)	-0.1	2.6	10	-3
34	O=[N+]([O-])c1cccc(N/N=C/c2ccc3ncccc3c2)c1	-0.1	-1.1	5	-99
35	COC(=O)C1=CN(C)C=C(C(=O)OC)C1c1ccc(OCc2ccccc2)cc1	0.5	1.5	10	3
36	Cc1ccc(OCCCCNCCN2CCOCC2)c(I)c1	0.0	0.2	48	-2
37	O=C(O)c1cc(N2C(=O)/C(=C/c3ccc(Cl)cc3)C=C2c2ccccc2)ccc1O	0.1	-0.4	0	-3
38	Cc1ccc2c(c1)/C(=C/c1ccccc1)c1cc3ccccc3nc1-2	0.5	-0.6	-7	-27
39	Oc1ccc(CCNc2ccnc(-c3csc4ccccc34)n2)cc1	0.2	-1.5	9	-31
40	O=C(c1cc2cc([N+](=O)[O-])ccc2oc1=O)N1CCCCC1	0.1	-0.7	4	14

The results go on:
nr	mol	FBW7 act	GPR151 ag	MITF primary	TEAD-YAP block
41	CCc1ccccc1N1C(=O)CC(Sc2nc(C)cc(C)n2)C1=O (stereo unspecified)	0.6	2.0	17	-4
42	S=C(SCc1cn2cccnc2n1)N1CCN(c2ccccc2)CC1	-0.1	0.6	-6	-1
43	COc1ccccc1C(=O)NCc1nnc(SCC(=O)N2CCc3ccccc32)n1-c1cc(C)ccc1C	-0.1	0.4	3	4
44	CCNC(=O)CC1CSc2nc3c(cnn3-c3ccccc3)c(=O)n21 (stereo unspecified)	0.2	-0.5	16	4
45	O=C(Cc1ccc(Cl)cc1)Nc1ccc(C(=O)Nc2cccc(O)c2)cc1	0.1	2.8	10	9
46	COc1ccc(Cl)cc1NC(=O)CSc1nc2ccccc2s1	-0.2	-0.8	0	-10
47	Clc1ccccc1/C=N\N1CCN(c2ccccc2)CC1	0.9	-1.2	14	-3
48	Cc1ccc(NC(=O)OCc2cccs2)cc1	0.5	-0.2	13	-64
49	CCCN1CCN(C(=O)c2ccc(CC)s2)CC1	0.8	-0.8	18	3
50	COC(=O)c1ccccc1NC(=O)NCCCn1nc(C(F)(F)F)c(Cl)c1C	-0.1	-0.6	-22	-1
51	CC(O)CSc1nc2c(c(=O)n(C)c(=O)n2C)n1Cc1ccccc1 (stereo unspecified)	-0.2	-0.1	5	-1
52	CCOC(=O)c1cc(S(=O)(=O)Nc2ccc(C)c(Cl)c2)cn1C	-0.1	1.4	9	5
53	COC(=O)c1cccc(NC(=S)N2CCN(C)CC2)c1	-0.2	1.9	-13	0
54	CCCNc1nc(NCc2cccnc2)ncc1C	0.0	1.6	-3	-12
55	C#CCOc1c(Br)cc(C#N)cc1OC	0.3	2.0	20	-1
56	Cc1nc(N2CCC(C(=O)N(C)Cc3ccsc3)CC2)nc2ccccc12	0.5	-0.2	10	7
57	CCn1c(SCC(=O)Nc2ccc(C)cc2)nc2ccccc21	0.2	-0.2	-6	8
58	CC(=O)OCC(=O)c1c[nH]c2ccccc12	0.9	-1.7	12	1
59	CC(C)c1ccc(OCC(O)CN2CCCCC2)cc1 (stereo unspecified)	-0.2	-0.1	2	-7
60	COc1cccc(-c2nc(CS(=O)(=O)CC(=O)N(C)CCC#N)c(C)o2)c1	0.1	-1.3	26	-5

The list continues.
nr	mol	FBW7 act	GPR151 ag	MITF primary	TEAD-YAP block
61	COc1cc(C(=O)N(Cc2nc(-c3ccccc3)no2)C(C)C)cc(OC)c1OC	0.0	-0.3	0	-11
62	Cc1c(C=C2C(=O)NC(=O)NC2=O)c2ccccc2n1Cc1ccccc1Cl	-0.1	0.3	9	-20
63	NS(=O)(=O)c1ccc(NC(=O)CSc2nc(-c3ccccc3)cs2)cc1	0.2	-7.7	10	-17
64	CCCCC(=O)Nc1ccc(C(=O)Nc2cc(C(=O)OC)ccc2C(=O)OC)cc1	0.2	-1.2	18	-12
65	CCNC(=S)NCCCNc1nc2c(C)cccc2cc1C#N	0.1	-0.4	1	0
66	CC1=NN(c2ccccc2)C(=O)/C1=C/c1c(C)[nH]n(-c2ccc(S(N)(=O)=O)cc2)c1=O	0.2	1.0	-2	6
67	CN(C)c1ccc(NC(=O)c2ccc(CO)cc2)cc1	-0.2	-1.7	8	-49
68	Cc1ccccc1OC(=O)c1cc2ccccc2oc1=O	-0.1	2.6	-3	-13
69	CCN1CNC(=S)N(c2cccc(C)c2C)C1	0.0	2.6	3	6
70	Cn1cccc1C(CNC(=O)c1c(F)cccc1Cl)N1CCOCC1 (stereo unspecified)	-0.1	-0.7	-5	-8
71	CCCCN(Cc1ccco1)C(=O)c1nn(C)c2c1COc1ccccc1-2	0.4	0.6	16	-35
72	CC(C)CC(=O)Nc1cc(C(F)(F)F)ccc1N1CCOCC1	0.7	0.1	20	-8
73	COc1ccc([C@@H]2CN(C(=O)c3ccc4nsnc4c3)C[C@H]2C(=O)O)cc1	0.0	0.0	7	-4
74	CCNS(=O)(=O)c1ccc(CCC(=O)NCc2ccc3c(c2)OCO3)cc1	0.0	-1.1	-3	-2
75	O=S1(=O)N=C(N(CCO)/N=C/c2cccc(Cl)c2)c2ccccc21	0.0	0.4	14	-2
76	CC(C)CCC(C(=O)O)C(C)CC(=O)NNC(=O)c1ccco1 (stereo unspecified)	0.0	-0.6	-17	1
77	CCCCC(=O)NC(=S)Nc1ccc(C(C)=O)cc1	-0.1	-1.2	9	-26
78	O=C(Nc1ccc(F)cc1)c1nc[nH]c1C(=O)O	-1.6	-0.3	2	1
79	CC(=O)C(CC(=O)NC(=O)NC1CCCCC1)C(=O)Nc1ccc(Cl)cc1 (stereo unspecified)	-0.1	0.9	5	5
80	Cc1cc(C)cc(CN2CCc3nnc(CNC(=O)c4ccccn4)n3CC2)c1	-0.3	-0.5	-11	-15

Next part
nr	mol	FBW7 act	GPR151 ag	MITF primary	TEAD-YAP block
81	Clc1nss/c1=N\c1ccccn1	-0.1	-0.9	0	23
82	Cc1ccc(C(C)C)cc1OCC(=O)O	0.2	0.5	9	-1
83	Cc1ccc2nc(-c3ccc([N+](=O)[O-])cc3)nc(-c3ccccc3)c2c1	-0.1	2.4	-3	4
84	CCc1c(C)sc(NC(=O)c2ccc3c(c2)OCO3)c1C#N	0.0	1.2	13	-55
85	C=CCNC(=O)CCCn1c(=S)[nH]c2cc3c(cc2c1=O)OCO3	0.1	-1.7	7	-1
86	O=C(CN1Cc2ccccc2C1=O)NCCCc1ccccc1	0.0	0.1	-1	5
87	Cc1ccc(-c2csc(/C(C#N)=C/c3cc4ccccc4nc3Cl)n2)cc1	0.0	1.2	11	-1
88	c1ccc(CN2CCC(Nc3nc(N4CCN(Cc5ccc6c(c5)OCO6)CC4)nc4c3ncn4-c3ccccc3)CC2)cc1	0.0	0.7	4	-2
89	c1cc2c(cc1Cc1nn[nH]n1)OCO2	-0.2	1.4	66*	1
90	C=CCNC(=O)/C=C/c1cc(OC)ccc1OC	0.0	2.8	-1	5
91	CCOc1ccc(NC(=O)c2c([N+](=O)[O-])cnn2C)cc1	0.1	-0.2	10	3
92	Cc1cccc(NC(=O)CSc2cn(Cc3ccc(F)cc3)c3ccccc23)c1	0.1	-0.4	-12	5
93	CC(=O)Nc1ccc2c(CSc3nnc(N)s3)cc(=O)oc2c1	0.0	-1.9	3	7
94	COc1ccc(CC(=O)NCc2nc(-c3ccc(C)cc3)no2)cc1OC	0.0	-1.1	0	-4
95	CCOc1ccc(-n2cc(-c3ccccc3)c3c(NCc4ccc(OC)cc4)ncnc32)cc1	-0.1	1.8	17	5
96	CCOc1cccc(/C=C2/SC(=S)N(CC)C2=O)c1O	-0.1	-1.0	15	-1
97	CCCCCCc1c(O)c2ccccc2[nH]c1=O	-0.1	-1.4	-2	-1
98	CCOC(=O)N1CCN(S(=O)(=O)c2ccc(C(=O)Nc3nc4ccc5ccccc5c4s3)cc2)CC1	0.1	0.0	-6	6
99	COC(=O)c1c(NC(=O)CCCOc2ccc(Cl)cc2)sc2c1CCC2	0.5	-1.4	14	-4
100	COc1cc(Nc2cccc(C(=O)NCCOc3ccccc3)n2)cc(OC)c1OC	-0.1	1.5	7	-33

2 entries from above in a different format.
100. COc1cc(Nc2cccc(C(=O)NCCOc3ccccc3)n2)cc(OC)c1OC
90. C=CCNC(=O)/C=C/c1cc(OC)ccc1OC

Assay by compound	100	90
FBW7 act	-0.1	0.0
GPR151 ag	1.5	2.8
MITF primary	7	-1
TEAD-YAP block	-33	5

Other structures.
nr	mol	FBW7 act	GPR151 ag	MITF primary	TEAD-YAP block
101	COc1ccc(/C(O)=C2\C(=O)C(=O)NC2c2ccc(Cl)cc2)cc1 (stereo unspecified)	0.1	0.8	3	0
102	Cc1cccc2cc(CN(CCCN(C)C)C(=S)NCC3CCCO3)c(=O)[nH]c12 (stereo unspecified)	-0.1	1.4	-3	10
103	Cc1ccc(-c2nc(C#N)c(N(C)C)o2)cc1	-0.1	0.5	4	-13
104	CCOC(=O)C1=C(C)N=c2s/c(=C\c3ccc(Br)o3)c(=O)n2C1c1cccs1 (stereo unspecified)	-0.1	4.9*	2	6
105	CCOC(=O)c1cc2cc([N+](=O)[O-])ccc2oc1=O	-0.1	-0.1	2	-8
106	CCN1C(=O)CS/C1=N\S(=O)(=O)c1ccccc1	0.0	-1.0	11	-1
107	CNC(=O)c1cc2c(=O)n3ccccc3nc2n(CCN2CCOCC2)c1=N	0.1	-0.5	6	-2
108	CCOC(=O)c1ccc(OCC2NCCc3cc(OC)c(OC)cc32)cc1 (stereo unspecified)	-0.1	0.8	-11	-5

Shown field by field: entries from further up.
106. CCN1C(=O)CS/C1=N\S(=O)(=O)c1ccccc1
  FBW7 act: 0.0; GPR151 ag: -1.0; MITF primary: 11; TEAD-YAP block: -1

107. CNC(=O)c1cc2c(=O)n3ccccc3nc2n(CCN2CCOCC2)c1=N
  FBW7 act: 0.1; GPR151 ag: -0.5; MITF primary: 6; TEAD-YAP block: -2

108. CCOC(=O)c1ccc(OCC2NCCc3cc(OC)c(OC)cc32)cc1 (stereo unspecified)
  FBW7 act: -0.1; GPR151 ag: 0.8; MITF primary: -11; TEAD-YAP block: -5
